Bioassay records as filed in PubChem BioAssay.
hgDAF-12 ag: activates the H. glycines DAF-12 receptor ligand-binding domain; activation, % at 6.8 µM; HEK293 GAL4-hgDAF12 UAS-luciferase reporter, agonist luminescence; normalized to butyrate control; 370,000 tested, 1.8% active;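 active = activation above a cutoff set at the mean of all screened compounds plus 3 SD, cut at about 10% in these data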;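 note: 0% = DMSO wells and 100% = sodium butyrate wells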
SMARCA2 activ: activators of SMARCA2 function. MG213 cells, MMTV-luciferase reporter, dexamethasone, overnight. 370,000 tested, 1% active. AID 652017. activation, % at 9.1 µM; in the data active = activation above about 7.8%;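 note: 0% = vehicle wells and 100% = reference activator wells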
hcDAF-12 act: H. contortus DAF-12 activation, primary screen; HEK293 hcDAF-12 lit1-tk-luc reporter, luminescence; 0% DMSO, 100% Δ7-dafachronic acid; activation, % at 6.8 µM; 370,000 tested, 1.4% active; AID 652067;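 active = activation above the mean of all tested compounds plus 3 SD, cut at about 5.5% in these data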;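 note: 100% = response to 3 µM Δ7-dafachronic acid high control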
ssDAF12 agonist: S. stercoralis DAF-12 activation, primary screen | HEK293 ssDAF-12/GRIP1 lit1-tk-luc reporter, luminescence; % of 3 µM dafachronic acid response | activation, % at 6.8 µM | 370,000 tested, 1% active;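 active = activation above the mean over all tested compounds plus 3 SD, cut at about 0.9% in these data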;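 note: 0% = DMSO-only wells and 100% = 3 µM delta7-dafachronic acid wells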
FXN GAA850 act: activators of GAA850 frataxin (FXN) promoter; HEK293 lucGAA850 FXN promoter luciferase reporter, 24 h; percent of 10 µM SAHA response; activation, % at 6 µM; 360,000 tested, 0.56% active; AID 540364;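 active = activation above the average of all compounds screened plus 3 SD, cutoff fixed separately per campaign, cut at about 7.5% in these data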;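 note: 0% = DMSO wells and 100% = 10 µM SAHA wells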
GC-A act: GC-A (human) enzyme activation | P16066 | HEK293 GC-A cells, cGMP TR-FRET, EC30 ANP; 0% at EC30 ANP, 100% saturating ANP | activation, % at 10 µM | 370,000 tested, 0.14% active; in the data active = activation above about 40%
DAX1 inh-1: DAX1 (NR0B1) inhibition, primary screen; 370,000 tested, 1.1% active; AID 652010; inhibition, % at 6.8 µM; HEK293T StAR-luciferase reporter, SF-1/DAX-1 repression relief;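 active = inhibition above the mean over all tested compounds plus 3 SD, cut at about 3.6% in these data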;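 note: 0% = DAX-1 cells with DMSO and 100% = cells lacking DAX-1 with DMSO; higher inhibition means more luminescence from relief of DAX-1 repression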
ADAM10 inh: inhibits human ADAM10; 370,000 tested, 0.62% active; O14672; recombinant ADAM10, EDANS/DABCYL FRET peptide cleavage, 3 h; inhibition, % at 7 µM;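 active = inhibition above a per-campaign cutoff equal to the mean of compounds falling between control-based bounds plus 3 SD, cut at about 20% in these data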;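 note: 0% = DMSO wells while the 100% control is not disclosed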
PG9 Ab binder: binds the HIV-1 gp120 antibody PG9. inhibition, % at 6.7 µM. TR-FRET gp120-PG9 antibody binding. AID 624416. 360,000 tested, 0.43% active; in the data active = inhibition above about 8.5%
DAX1 inh-2: inhibitors of human orphan nuclear receptor DAX1 (NR0B1) | 340,000 tested, 0.99% active | inhibition, % at 6.75 µM | P51843 | HEK293 Gal4-DAX1 luciferase reporter, luminescence | AID 504766;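 active = inhibition above the mean over all tested compounds plus 3 SD, cut at about 4.2% in these data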;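 note: 0% = DAX1-transfected cells with DMSO and 100% = empty-vector control cells with DMSO; inhibition shows as a rise in luminescence from relieved DAX1 repression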
Target sequence (P51843 207-470 limits assumed): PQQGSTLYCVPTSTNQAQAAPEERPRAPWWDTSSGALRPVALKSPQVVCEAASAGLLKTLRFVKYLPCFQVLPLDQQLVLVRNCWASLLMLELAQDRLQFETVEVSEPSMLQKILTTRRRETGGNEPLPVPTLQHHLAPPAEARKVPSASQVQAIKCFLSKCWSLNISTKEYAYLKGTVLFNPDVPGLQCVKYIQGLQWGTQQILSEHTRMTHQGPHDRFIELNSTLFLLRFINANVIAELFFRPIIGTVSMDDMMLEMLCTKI
ADAM17 inh: inhibitors of human ADAM17. 370,000 tested, 0.83% active. recombinant ADAM17, EDANS/DABCYL FRET peptide cleavage. AID 720648. P78536. inhibition, % at 6.95 µM;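 active = inhibition above the mean of compounds lying between control limits plus 3 SD, set per campaign, cut at about 8.5% in these data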;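 note: 0% = DMSO-only wells as the low control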
Target sequence (P78536 215-824 limits assumed): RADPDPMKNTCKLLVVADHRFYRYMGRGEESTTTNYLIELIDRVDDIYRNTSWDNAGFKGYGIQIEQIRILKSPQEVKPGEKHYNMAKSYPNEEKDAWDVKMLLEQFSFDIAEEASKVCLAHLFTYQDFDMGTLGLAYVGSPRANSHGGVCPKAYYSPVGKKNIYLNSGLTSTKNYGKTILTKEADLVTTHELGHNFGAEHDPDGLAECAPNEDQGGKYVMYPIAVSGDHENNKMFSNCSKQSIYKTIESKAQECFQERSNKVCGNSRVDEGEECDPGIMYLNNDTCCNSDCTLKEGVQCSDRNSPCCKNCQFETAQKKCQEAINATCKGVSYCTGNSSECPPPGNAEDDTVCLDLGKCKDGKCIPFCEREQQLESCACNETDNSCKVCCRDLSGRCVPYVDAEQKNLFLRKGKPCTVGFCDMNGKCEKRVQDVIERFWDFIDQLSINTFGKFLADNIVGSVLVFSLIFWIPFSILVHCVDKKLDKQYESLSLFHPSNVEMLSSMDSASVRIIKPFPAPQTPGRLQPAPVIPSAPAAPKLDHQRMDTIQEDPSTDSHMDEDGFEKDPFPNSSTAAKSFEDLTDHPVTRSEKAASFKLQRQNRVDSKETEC
Starred values were filed as active, the others as inactive.

Results for Nc1nc(=S)ss1 ?
hgDAF-12 ag: -0.3; SMARCA2 activ: 2; hcDAF-12 act: -1.2; ssDAF12 agonist: -1.1; FXN GAA850 act: -2.6; GC-A act: 18; DAX1 inh-1: -0.7; ADAM10 inh: 2; PG9 Ab binder: -0.3; DAX1 inh-2: -1.3; ADAM17 inh: -1

Results for COc1ccc(C)cc1NC(=S)NN1CCN(C)CC1 ?
hgDAF-12 ag: -0.2; SMARCA2 activ: -3; hcDAF-12 act: 0.9; ssDAF12 agonist: -2.0; FXN GAA850 act: 0.1; GC-A act: 0; DAX1 inh-1: -0.1; ADAM10 inh: -5; PG9 Ab binder: 3.1; DAX1 inh-2: -1.0; ADAM17 inh: -7

What do the screens show for `COc1ccc2ccc(OCC(=O)Nc3cc(C)on3)cc2c1`?
hgDAF-12 ag: 2.6; SMARCA2 activ: 3; hcDAF-12 act: 0.3; ssDAF12 agonist: -1.4; FXN GAA850 act: 0.0; GC-A act: 5; DAX1 inh-1: 0.5; ADAM10 inh: 1; PG9 Ab binder: 21*; DAX1 inh-2: -0.3; ADAM17 inh: -1

What do the screens show for `Cc1n[nH]c(C)c1S(=O)(=O)N1CCOCC1`?
hgDAF-12 ag: 0.4; SMARCA2 activ: -1; hcDAF-12 act: -1.1; ssDAF12 agonist: -1.0; FXN GAA850 act: -0.9; GC-A act: 2; DAX1 inh-1: -0.2; ADAM10 inh: 10; PG9 Ab binder: -0.2; DAX1 inh-2: 0.6; ADAM17 inh: 0

What do the screens show for `Cc1cccc(C(=O)NCC(=O)OCc2cc(=O)n3ccsc3n2)c1`?
hgDAF-12 ag: 2.7; SMARCA2 activ: 3; hcDAF-12 act: -0.7; ssDAF12 agonist: -0.8; FXN GAA850 act: 1.1; GC-A act: 1; DAX1 inh-1: 0.7; ADAM10 inh: -6; PG9 Ab binder: -1.8; DAX1 inh-2: -0.9; ADAM17 inh: -8

Results for CN(C)c1ccc(/C=N/NC(=O)C2COc3ccccc3O2)o1 (stereo not given) ?
hgDAF-12 ag: 2.7; SMARCA2 activ: -3; hcDAF-12 act: 3.9; ssDAF12 agonist: -1.2; FXN GAA850 act: 0.3; GC-A act: 1; DAX1 inh-1: 0.4; ADAM10 inh: -12; PG9 Ab binder: -0.6; DAX1 inh-2: 0.3; ADAM17 inh: -6

How did N#CCCN(C(=O)COC(=O)c1ccc(CNS(=O)(=O)c2ccc(F)c(Cl)c2)cc1)c1ccc(F)cc1 do in these assays?
hgDAF-12 ag: -0.5; SMARCA2 activ: -3; hcDAF-12 act: -1.6; ssDAF12 agonist: -1.2; FXN GAA850 act: 0.8; GC-A act: -1; DAX1 inh-1: -0.2; ADAM10 inh: 21*; PG9 Ab binder: -2.2; DAX1 inh-2: 1.1; ADAM17 inh: 12*

Results for O=C(N/N=C/c1c(Cl)nc2ccccn2c1=O)c1cccnc1 ?
hgDAF-12 ag: 0.1; SMARCA2 activ: -4; hcDAF-12 act: 1.4; ssDAF12 agonist: -0.3; FXN GAA850 act: -0.4; GC-A act: 2; DAX1 inh-1: 0.7; ADAM10 inh: -274; PG9 Ab binder: -1.6; DAX1 inh-2: -0.6; ADAM17 inh: -94

How did Cc1cccc(-n2nc3c(c2NC(=O)c2ccco2)CS(=O)C3)c1C (stereo not given) do in these assays?
hgDAF-12 ag: -4.0; SMARCA2 activ: -1; hcDAF-12 act: -0.5; ssDAF12 agonist: -2.0; FXN GAA850 act: -1.4; GC-A act: -4; DAX1 inh-1: 0.0; ADAM10 inh: -3; PG9 Ab binder: 0.1; DAX1 inh-2: -0.1; ADAM17 inh: -2

How did Cc1c(NC(=O)c2nn(CC(C)C)c(=O)c3ccccc23)c(=O)n(-c2ccccc2)n1C do in these assays?
hgDAF-12 ag: -0.8; SMARCA2 activ: -2; hcDAF-12 act: -1.1; ssDAF12 agonist: -0.7; FXN GAA850 act: -0.9; GC-A act: -1; DAX1 inh-1: -0.1; ADAM10 inh: -2; PG9 Ab binder: -0.8; DAX1 inh-2: -0.3; ADAM17 inh: -2

How did O=C(Cc1ccc(Cl)cc1)NC1CC1 do in these assays?
hgDAF-12 ag: -2.7; SMARCA2 activ: -3; hcDAF-12 act: 0.0; ssDAF12 agonist: -1.1; FXN GAA850 act: 2.4; GC-A act: -2; DAX1 inh-1: 0.0; ADAM10 inh: 7; PG9 Ab binder: -1.5; DAX1 inh-2: 0.0; ADAM17 inh: 0

What do the screens show for `C/C(NCc1ccccc1)=C(\C#N)C(=O)NCc1ccccc1`?
hgDAF-12 ag: -0.6; SMARCA2 activ: 1; hcDAF-12 act: -0.3; ssDAF12 agonist: -1.1; FXN GAA850 act: 1.9; GC-A act: 4; DAX1 inh-1: -0.6; ADAM10 inh: 8; PG9 Ab binder: -1.3; DAX1 inh-2: -1.5; ADAM17 inh: 1

Results for O=C(COC(=O)/C=C/c1ccc(F)cc1)NC1CC1 ?
hgDAF-12 ag: 2.3; SMARCA2 activ: 2; hcDAF-12 act: -0.5; ssDAF12 agonist: -1.4; FXN GAA850 act: 0.7; GC-A act: 1; DAX1 inh-1: -0.5; ADAM10 inh: 2; PG9 Ab binder: -1.3; DAX1 inh-2: -0.8; ADAM17 inh: 0

Results for O=C(NCc1cccc(Br)c1)C1CC(c2ccccc2C(F)(F)F)=NO1 (stereo not given) ?
hgDAF-12 ag: -0.9; SMARCA2 activ: -1; hcDAF-12 act: -3.6; ssDAF12 agonist: -1.5; FXN GAA850 act: -1.1; GC-A act: -3; DAX1 inh-1: 0.1; ADAM10 inh: -3; PG9 Ab binder: 0.9; DAX1 inh-2: -0.4; ADAM17 inh: 4

What do the screens show for `Cc1ccccc1N1CC(C(=O)Nc2nnc(SCC(=O)Nc3nccs3)s2)CC1=O` (stereo not given)?
hgDAF-12 ag: -1.4; SMARCA2 activ: 0; hcDAF-12 act: 3.1; ssDAF12 agonist: -0.9; FXN GAA850 act: 0.5; GC-A act: -2; DAX1 inh-1: 0.6; ADAM10 inh: -1; PG9 Ab binder: 1.4; DAX1 inh-2: -0.8; ADAM17 inh: -2

How did O=S(=O)(NCc1ccccn1)c1ccccn1 do in these assays?
hgDAF-12 ag: -1.6; SMARCA2 activ: -1; hcDAF-12 act: -0.1; ssDAF12 agonist: -0.8; FXN GAA850 act: -0.8; GC-A act: 1; DAX1 inh-1: 0.0; ADAM10 inh: 4; PG9 Ab binder: 0.6; DAX1 inh-2: 1.6; ADAM17 inh: 0

Results for COc1ccc2nc(SCC(=O)Nc3ccc(S(=O)(=O)Nc4onc(C)c4C)cc3)[nH]c2c1 ?
hgDAF-12 ag: 2.7; SMARCA2 activ: 1; hcDAF-12 act: -2.0; ssDAF12 agonist: -0.2; FXN GAA850 act: -0.2; GC-A act: 0; DAX1 inh-1: -0.5; ADAM10 inh: 10; PG9 Ab binder: -0.8; DAX1 inh-2: -0.2; ADAM17 inh: -2

Results for NC1=NC(c2ccc(Cl)cc2)C(C(=O)c2ccccc2)N1 (stereo not given) ?
hgDAF-12 ag: 3.6; SMARCA2 activ: 1; hcDAF-12 act: -0.6; ssDAF12 agonist: -0.7; FXN GAA850 act: -2.6; GC-A act: 2; DAX1 inh-1: -0.7; ADAM10 inh: -2; PG9 Ab binder: -0.1; DAX1 inh-2: 3.6; ADAM17 inh: -4

Results for O=C1CCC(=O)N1c1ccccc1-c1ccccc1 ?
hgDAF-12 ag: -1.9; SMARCA2 activ: -4; hcDAF-12 act: 0.8; ssDAF12 agonist: -1.1; FXN GAA850 act: 0.4; GC-A act: 1; DAX1 inh-1: 0.2; ADAM10 inh: -9; PG9 Ab binder: -0.3; DAX1 inh-2: -1.0; ADAM17 inh: 1

Results for O=C(CN(Cc1ccccc1)C(=O)CNS(=O)(=O)c1ccc(F)cc1)NCc1ccco1 ?
hgDAF-12 ag: -1.1; SMARCA2 activ: -1; hcDAF-12 act: 0.2; ssDAF12 agonist: -0.6; FXN GAA850 act: -0.6; GC-A act: -1; DAX1 inh-1: 0.3; ADAM10 inh: 10; PG9 Ab binder: -1.4; DAX1 inh-2: 0.6; ADAM17 inh: 0

How did Nc1ccccc1-c1nnc(SCc2ccccc2F)[nH]c1=O do in these assays?
hgDAF-12 ag: 0.0; SMARCA2 activ: -4; hcDAF-12 act: 1.2; ssDAF12 agonist: -0.6; FXN GAA850 act: 3.1; GC-A act: 1; DAX1 inh-1: -0.6; ADAM10 inh: -9; PG9 Ab binder: -0.4; DAX1 inh-2: -1.7; ADAM17 inh: -2

What do the screens show for `CC(C)C1N(S(=O)(=O)c2ccccc2)CCN1S(=O)(=O)c1ccccc1`?
hgDAF-12 ag: -1.5; SMARCA2 activ: -1; hcDAF-12 act: -0.6; ssDAF12 agonist: -1.3; FXN GAA850 act: 0.1; GC-A act: 1; DAX1 inh-1: -0.2; ADAM10 inh: 5; PG9 Ab binder: 0.6; DAX1 inh-2: 2.5; ADAM17 inh: 1

What do the screens show for `COc1ccc(-n2cc(C(=O)Nc3cc([N+](=O)[O-])ccc3OC)c3ccccc3c2=O)cc1`?
hgDAF-12 ag: 1.9; SMARCA2 activ: -3; hcDAF-12 act: -0.7; ssDAF12 agonist: -1.7; FXN GAA850 act: -3.9; GC-A act: 1; DAX1 inh-1: 0.4; ADAM10 inh: 2; PG9 Ab binder: -3.4; DAX1 inh-2: 0.2; ADAM17 inh: -1

How did Nc1cc(-c2ccc(Br)cc2)nn1Cc1ccccc1 do in these assays?
hgDAF-12 ag: 0.6; SMARCA2 activ: -4; hcDAF-12 act: -1.6; ssDAF12 agonist: -1.4; FXN GAA850 act: 2.7; DAX1 inh-1: -3.1; ADAM10 inh: 5; PG9 Ab binder: -2.4; DAX1 inh-2: -5.2; ADAM17 inh: 1

Results for Cc1ccc(Nc2nc(N)nc(CN3CCN(Cc4ccc5c(c4)OCO5)CC3)n2)cc1 ?
hgDAF-12 ag: -2.5; SMARCA2 activ: -1; hcDAF-12 act: -0.8; ssDAF12 agonist: -0.5; FXN GAA850 act: -1.2; GC-A act: -1; DAX1 inh-1: 0.2; ADAM10 inh: 5; PG9 Ab binder: -1.8; DAX1 inh-2: 1.0; ADAM17 inh: 0

How did O=C(c1cccc(S(=O)(=O)N2CCOCC2)c1)N1CCCc2ccccc21 do in these assays?
hgDAF-12 ag: -2.1; SMARCA2 activ: -1; hcDAF-12 act: -1.6; ssDAF12 agonist: -0.2; FXN GAA850 act: -1.0; GC-A act: 2; DAX1 inh-1: -0.5; ADAM10 inh: 10; PG9 Ab binder: 0.1; DAX1 inh-2: 0.5; ADAM17 inh: 0

Results for CC[C@]12c3[nH]c4cc(CCC(=O)N(C)C)ccc4c3CCN1C(=O)[C@@H](CC(=O)NCCN1CCOCC1)C[C@@H]2C(=O)N1CCN(C(=O)c2ccco2)CC1 ?
hgDAF-12 ag: -0.1; SMARCA2 activ: -1; hcDAF-12 act: -1.6; ssDAF12 agonist: -1.5; FXN GAA850 act: -0.7; GC-A act: 3; DAX1 inh-1: 0.4; ADAM10 inh: -3; PG9 Ab binder: -0.6; DAX1 inh-2: -0.9; ADAM17 inh: 0
